DRD3 agonist: qHTS of D3 Dopamine Receptor Agonist: qHTS; D3R DiscoveRx beta-arrestin cells, luminescence, 90 min; max activation, %; 0.58% of 410,000 active; AID 652048, 2013; in the data active means max activation above about 30%; further: 0% is about no effect; mostly tested at two doses, the higher about 12 µM
Target sequence (P35462 whole entry, looked up): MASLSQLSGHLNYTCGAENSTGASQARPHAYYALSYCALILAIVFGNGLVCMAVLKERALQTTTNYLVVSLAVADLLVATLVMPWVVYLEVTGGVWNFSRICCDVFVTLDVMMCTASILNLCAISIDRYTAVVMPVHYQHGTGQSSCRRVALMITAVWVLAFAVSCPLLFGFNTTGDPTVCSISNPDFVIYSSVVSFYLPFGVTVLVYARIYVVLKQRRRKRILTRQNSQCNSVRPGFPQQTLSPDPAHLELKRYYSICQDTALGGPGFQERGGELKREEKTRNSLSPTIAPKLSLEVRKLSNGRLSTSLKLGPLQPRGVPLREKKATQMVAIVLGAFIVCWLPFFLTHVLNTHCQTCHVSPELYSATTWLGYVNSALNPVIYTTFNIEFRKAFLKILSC
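Agonist mode: compounds and dopamine controls were applied to plated cells for 90 min at 37 degrees C after an overnight attachment at 1500 cells/well. Luminescent read-out followed 30 - 60 minutes at room temperature with DiscoveRx detection reagent.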
PTHR1 agonist: qHTS for PTHR1 Agonists: Primary Screen | Potency, µM (doses to about 115 µM), for inactives: top-dose activation, hits mostly activators | HEK293 GP2 PTHR1 cells, GloSensor cAMP luminescence, 1 h | 0.075% of 410,000 active | Parathyroid hormone/parathyroid hormone-related peptide receptor (Homo sapiens), Q03431 | AID 743266, 2014; further: potency means the concentration at half of the fitted maximal effect; nearly all actives have a fitted effect of over 55% in size; some results filed as inactive show a strong effect at the top dose; inactives centre near -15; many of its hits are not listed in these tables
Target sequence (Q03431 whole entry, looked up): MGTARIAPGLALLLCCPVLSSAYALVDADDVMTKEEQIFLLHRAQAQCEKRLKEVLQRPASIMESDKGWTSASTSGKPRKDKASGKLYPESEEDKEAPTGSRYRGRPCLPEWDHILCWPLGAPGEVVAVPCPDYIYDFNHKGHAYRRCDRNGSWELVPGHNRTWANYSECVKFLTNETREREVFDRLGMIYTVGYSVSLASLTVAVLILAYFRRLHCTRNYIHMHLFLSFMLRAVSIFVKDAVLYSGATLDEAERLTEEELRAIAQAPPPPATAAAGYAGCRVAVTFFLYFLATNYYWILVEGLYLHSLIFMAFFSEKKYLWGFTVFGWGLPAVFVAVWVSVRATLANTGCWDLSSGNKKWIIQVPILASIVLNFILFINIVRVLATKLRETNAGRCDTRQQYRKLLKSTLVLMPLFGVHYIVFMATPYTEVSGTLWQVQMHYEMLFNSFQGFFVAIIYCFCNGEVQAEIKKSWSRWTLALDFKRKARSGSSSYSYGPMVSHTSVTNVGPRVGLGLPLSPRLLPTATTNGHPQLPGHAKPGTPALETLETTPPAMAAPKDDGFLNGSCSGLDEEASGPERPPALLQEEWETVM
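HEK-293-derived GP2 cells expressing PTHR1 and a GloSensor cAMP reporter, 3,000/well, plated overnight, given luciferin plus IBMX (each 0.5 mM as added) for 1 h at 37 °C, then compound for 1 h at 37 °C. Luminescence was read after 15 min at room temperature.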
EPAC2 antagonist: qHTS for Antagonist of cAMP-regulated guanine nucleotide exchange factor 2 (EPAC2): primary screen; EPAC2 GEF exchange of Rap1B-BODIPY-GDP, fluorescence; Potency, µM (highest dose often 114 µM), for the others: at the highest dose activity, negative = inhibition, most hits filed as inhibitors; 0.18% of 360,000 active; AID 720708, 2013; further: potency means the concentration at half of the fitted maximal effect; on the % scale 0 is the no-effect control and ±100 the full control effect; nearly all actives have a fitted effect of over 45% in size; many of its hits are not listed in these tables
EPAC2 agonist: qHTS for Agonist of cAMP-regulated guanine nucleotide exchange factor 4 (EPAC2): primary screen. 0.079% of 360,000 active. EPAC2 activation, biochemical qHTS; response scale: 100% = 6.5 mM cAMP response. Potency, µM (top dose mostly 154 µM), for the others: top-dose activation, usual class: activators. AID 720711, 2013. Rap guanine nucleotide exchange factor 4 (Homo sapiens), Q8WZA2; further: potency means the concentration at half of the fitted maximal effect; nearly all actives have a fitted effect of over 50% in size
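qHTS, titration series. 100 nM EPAC2 / 250 nM Rap1B-BODIPY-GDP / 50 uM GDP; RT; ex 480/em 540 nm, 5-min reads to 30 min. Norm. to 6.5 mM cAMP = activation.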
CCT modulator: High-Throughput Screening for Modulators of Cytosolic Chaperonin Activity; purified chaperonin ATPase assay, HTRF ADP detection, 30 min; activity change, % (no concentration beside the values), hits read low; 0.3% of 360,000 active; AID 651819, 2012; in the data active means activity change below about -30%; further: on the % scale 0 is the no-effect control and ±100 the full control effect
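Enzyme 40 or 20 nM (batch-dependent) in Tris pH 7.4/KCl/MgCl2/DTT; cpd 76 uM single point; ATP 10 uM; 30 min 37 °C; Transcreener ADP HTRF detection, 30 min RT; ratio 665/615.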
Akt phos inh: HTS Assay for Inhibitors of Akt Phophorylation: Primary Screen | Neuro2A IGF-stimulated pAkt S473 HTRF, 20 min; stronger effect = lower value | activity change, % for hits at 50 µM | 0.32% of 360,000 active | AID 651550, 2012; in the data active means activity change below about -80%; inconclusive means mostly about -51% to -80%; further: on the % scale 0 is the no-effect control and ±100 the full control effect
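Neuro2A cells in DMEM with 0.5% FBS, overnight at 37 deg C, given compound at single 50 µM final, then IGF (6 nM final) for 20 min at 37 deg C. Lysed; phospho-Akt Ser473 by HTRF after 24 h, 665/615 ratio.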
D3 antag: qHTS of D3 Dopamine Receptor Antagonist: qHTS | D(3) dopamine receptor (Homo sapiens), P35462 | D3R cells, DiscoveRx beta-arrestin luminescence, antagonist mode; stronger effect = lower value | max response, negative = inhibition, % | 2.5% of 360,000 active | AID 652054, 2013; in the data active means max response below about -50%; inconclusive means no clear call, values can overlap the other calls; further: on the % scale 0 is the no-effect control and ±100 the full control effect; mostly tested at two doses, the higher about 12 µM
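Cells expressing the human receptor were seeded at 1500 cells/well, incubated overnight at 37 degrees C in 5% CO2, then exposed to library compounds with dopamine controls for 90 minutes at 37 degrees C before luminescent detection.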
MmCpn inh: Inhibitors of TCP-1 ring complex (TRiC) of Methanococcus maripaludis (MmCpn): qHTS. Potency, µM (titrated, usually from 76.9 µM), for inactives: at the top dose activity, negative = inhibition, hits mostly inhibitors. 0.031% of 330,000 active. purified Mm-Cpn ATPase, ADP Transcreener TR-FRET. AID 504842, 2011; further: potency means the concentration at half of the fitted maximal effect; on the % scale 0 is the no-effect control and ±100 the full control effect; nearly all actives have a fitted effect of over 80% in size
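Purified archaeal Mm-CPN (25nM final) preincubated 10 min at 37degC with compound, then 10uM ATP for 30 min at 37degC; ADP measured by HTRF Transcreener TR-FRET; buffer 30 mM TRIS pH 7.4, 100mM KCl, 5mM MgCl2, 1mM DTT.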
* = called active by the depositor; i = inactive; ? = inconclusive; . = not tested or not shown; [ ] = dose if it differs, or a comment. Unless noted, the call rests on the fitted dose curve; in most records, active means well fitted curve in the direction sought with a large enough effect; inconclusive means small, poorly fitted or top-dose-only effect, or another doubt; inactive means no such curve, though single readings can be large; an effect the other way counts as inactive or inconclusive. Only part of the results is shown. The share of hits here may be higher or lower than overall.

SMILES	DRD3 agonist	PTHR1 agonist	EPAC2 antagonist	EPAC2 agonist	CCT modulator	Akt phos inh	D3 antag	MmCpn inh
O=C(CCNc1cccc(Cl)c1)c1cccs1	6	i	-4%	8%	-0.2	i	-4	1%
CCOc1ncccc1C(=O)N(C)CC1COc2ccccc2O1 (stereo not given)	-7	i	13%	8%	3.6	i	-9	1%
O=C(NCCCN1CCCC1)c1[nH]c(C(F)(F)F)nc1-c1ccccc1	2	-20%	2%	1%	0.0	i	9	.
COc1cc([N+](=O)[O-])c2ncsc2c1	-26	-14%	13%	12%	-0.2	i	-9	-2%
Cc1onc(-c2ccccc2)c1C(=O)NCC1CCN(C(=O)c2c(-c3ccccc3)noc2C)CC1	-3	i	-5%	8%	-3.8	i	-6	0%
NC(=O)NC(=O)C[n+]1cccc(/C=N/O)c1	4	i	7%	3%	1.3	i	-3	1%
CN1C(=O)CSC1=Nc1cccc(Cl)c1	5	-7%	-1%	1%	0.3	i	9	-1%
Cc1ccccc1Nc1nc(N)nc(COC(=O)c2c(C)noc2C)n1	2	i	-1%	0%	-0.1	i	10	-2%
CCN(CC)S(=O)(=O)N1CCC(C(=O)NCC2COc3ccccc3O2)CC1 (stereo not given)	-11	-12%[57.5 µM]	-3%	5%	-2.2	i	-26	2%
Cc1onc(-c2ccccc2Cl)c1C(=O)N1C=CC(C(F)(F)F)=NCC1	10	i	5%	-4%	-0.7	i	0	0%
CCCNC(=O)NC(=O)CN1CCCC1c1ccc2c(c1)OCCO2 (stereo not given)	1	i	1%	10%	1.8	i	-3	3%
COC(=O)c1ccc(OCC(O)CN2CCc3cc(OC)c(OC)cc3C2c2ccccc2)cc1 (stereo not given)	5	-31%[inhibitor]	10%	9%	0.6	i	7	0%
O=C(OC1CCCCC1=O)c1cc(Cl)ccc1[N+](=O)[O-] (stereo not given)	1	-12%	0%	-3%	-1.2	i	7	0%
NS(=O)(=O)c1cccc(NS(=O)(=O)c2ccc3ccccc3c2)c1	0	-36%[inhibitor]	-18%	8%	0.5	i	1	2%
Cc1ccc(C(=O)NC(=S)NNC(=O)c2ccccc2O)cc1	11	-10%	15%	-7%	-2.8	i	71	-1%
CN(C)CCn1c2c(c(SCC(=O)Nc3ccc4c(c3)OCCO4)nc1=O)CCC2	-1	i	4%	-3%	1.2	i	-2	-2%
O=C(NCc1ccc(Cl)c(Cl)c1)c1cc(C2CCCCN2C(=O)c2ccccn2)on1 (stereo not given)	-2	-2%	5%	17%	-0.4	i	?	.
Cc1nc2c(sc3nc4c(cc32)COC(C)(C)C4)c(=O)n1Cc1ccccc1	-1	-27%	-9%	5%	-1.2	i	31	0%
COc1cc(/C(C)=N/NC(=O)C(O)(c2ccccc2)c2ccccc2)ccc1O	1	i	-3%	12%	-0.7	i	4	0%
O=C(Nc1cccc([N+](=O)[O-])c1)c1ccccc1	0	-3%	-6%	6%	-3.6	i	2	2%
Cc1cc(C)cc(N2C(=O)CN(Cc3sccc3C)C2=S)c1	-3	i	-3%	24%	-2.7	i	4	-5%
Cc1ccc(SCc2nc3ccccc3n2CC(=O)Nc2c(C)cccc2C)cc1	-18	i	10%	-11%	-1.1	i	?	0%
CCOC(=O)c1ccc(NC(=O)C2COc3ccccc3O2)cc1 (stereo not given)	-5	-24%	-8%	10%	1.0	i	-24	-1%
O=C(CSc1nncn1-c1cccnc1)N(c1ccccc1)c1ccccc1	-3	-4%	-13%	5%	-1.6	i	-2	0%

15 structures out of the list, arranged by molar mass, low to high:
SMILES	DRD3 agonist	PTHR1 agonist	EPAC2 antagonist	EPAC2 agonist	CCT modulator	Akt phos inh	D3 antag	MmCpn inh
NC(=O)NC(=O)C[n+]1cccc(/C=N/O)c1	4	i	7%	3%	1.3	i	-3	1%
CN1C(=O)CSC1=Nc1cccc(Cl)c1	5	-7%	-1%	1%	0.3	i	9	-1%
O=C(Nc1cccc([N+](=O)[O-])c1)c1ccccc1	0	-3%	-6%	6%	-3.6	i	2	2%
CCOC(=O)c1ccc(NC(=O)C2COc3ccccc3O2)cc1 (stereo not given)	-5	-24%	-8%	10%	1.0	i	-24	-1%
CCOc1ncccc1C(=O)N(C)CC1COc2ccccc2O1 (stereo not given)	-7	i	13%	8%	3.6	i	-9	1%
Cc1cc(C)cc(N2C(=O)CN(Cc3sccc3C)C2=S)c1	-3	i	-3%	24%	-2.7	i	4	-5%
CCCNC(=O)NC(=O)CN1CCCC1c1ccc2c(c1)OCCO2 (stereo not given)	1	i	1%	10%	1.8	i	-3	3%
Cc1ccccc1Nc1nc(N)nc(COC(=O)c2c(C)noc2C)n1	2	i	-1%	0%	-0.1	i	10	-2%
NS(=O)(=O)c1cccc(NS(=O)(=O)c2ccc3ccccc3c2)c1	0	-36%[inhibitor]	-18%	8%	0.5	i	1	2%
O=C(NCCCN1CCCC1)c1[nH]c(C(F)(F)F)nc1-c1ccccc1	2	-20%	2%	1%	0.0	i	9	.
Cc1onc(-c2ccccc2Cl)c1C(=O)N1C=CC(C(F)(F)F)=NCC1	10	i	5%	-4%	-0.7	i	0	0%
O=C(CSc1nncn1-c1cccnc1)N(c1ccccc1)c1ccccc1	-3	-4%	-13%	5%	-1.6	i	-2	0%
CCN(CC)S(=O)(=O)N1CCC(C(=O)NCC2COc3ccccc3O2)CC1 (stereo not given)	-11	-12%[57.5 µM]	-3%	5%	-2.2	i	-26	2%
O=C(NCc1ccc(Cl)c(Cl)c1)c1cc(C2CCCCN2C(=O)c2ccccn2)on1 (stereo not given)	-2	-2%	5%	17%	-0.4	i	?	.
COC(=O)c1ccc(OCC(O)CN2CCc3cc(OC)c(OC)cc3C2c2ccccc2)cc1 (stereo not given)	5	-31%[inhibitor]	10%	9%	0.6	i	7	0%

(more compounds)
SMILES	DRD3 agonist	PTHR1 agonist	EPAC2 antagonist	EPAC2 agonist	CCT modulator	Akt phos inh	D3 antag	MmCpn inh
Cc1c(Cl)c([N+](=O)[O-])nn1CC(=O)NC1CCCCC1	-15	-5%[57.5 µM]	-1%	3%	-13	i	0	-2%
CN(C(=O)CSc1nnc(-c2cccs2)o1)C1CCS(=O)(=O)C1 (stereo not given)	1	-8%	2%	6%	1.1	i	14	1%
Cc1ccccc1CCN(C(=O)c1csnn1)C(C(=O)NC1CCCC1)c1ccncc1 (stereo not given)	-11	11%	-10%	7%	-3.2	i	-16	-3%
COc1ccc(OC)c(C2CC(=O)N3CN(c4cccc(Cl)c4)CSC3=C2C#N)c1 (stereo not given)	5	-15%	-19%	7%	0.5	i	19	-2%
Cc1nnc(SCC(=O)N(C(C)C)C(C)C)[nH]c1=O	0	i	-1%	-2%	-0.7	i	7	2%
CN(CC(O)COC(c1ccccc1)c1ccccc1)C1CCCCC1 (stereo not given)	-13	i	4%	8%	-7.0	i	-26	0%
COc1ccc(CCn2c(=O)c3cccnc3n(Cc3cccc([N+](=O)[O-])c3)c2=O)cc1OC	-5	-5%	-9%	0%	-3.4	i	0	0%
CCOc1ccccc1CNS(=O)(=O)c1ccc2[nH]c(=O)sc2c1	3	-17%[57.5 µM]	-4%	-29%	-3.3	i	21	-1%
O=C1c2cccc([N+](=O)[O-])c2C(=O)N1C1CCCCC1	3	i	-1%	11%	-14	i	-13	2%
CC(Nc1cc(=O)n(C)c(=O)[nH]1)c1ccccc1 (stereo not given)	1	11%	19%	1%	2.3	i	1	0%
O=C(NC(c1cccnc1)c1ccc2c(c1)OCO2)C1CCN(CCOc2ccc(Cl)cc2Cl)CC1 (stereo not given)	-14	-40%[inhibitor]	-7%	9%	1.8	i	-69*	.
O=C(CCN1CCc2ccccc2CC1)c1ccc2c(c1)OCCO2	-12	-13%	3%	2%	-4.1	i	-94*	1%
CN(NC(=O)c1ccc(Cl)cc1)c1cccc(Cl)n1	6	i	-1%	14%	0.4	i	-23	0%
COc1cccc(CN(C(=O)CN2C(=O)c3ccccc3S2(=O)=O)C(C(=O)NCC2CCCO2)c2ccco2)c1 (stereo not given)	5	0%	-11%	2%	1.1	i	17	-4%
COC(=O)/C=C1/SC(=NC(=O)c2cccc([N+](=O)[O-])c2)NC1=O	3	-27%	2%	1%	-3.9	i	-8	0%
O=C(O)CSc1c2c(nc3cc(C(=O)Nc4ccc(F)c(Cl)c4)ccc13)CCCC2	-1	-30%[inhibitor]	-17%	-6%	-1.2	i	22	0%
O=C1NCC(COc2cccc3ccccc23)O1 (stereo not given)	-1	i	-2%	-5%	0.6	i	12	-2%
Cc1nc(-c2ccc3c(c2)OCO3)cs1	4	i	5%	-3%	0.9	i	5	-2%
OCCCn1c(CCNc2nc(-c3ccc(F)cc3)cs2)nc2cc(C(F)(F)F)ccc21	0	-93%[inhibitor]	-15%	-3%	-0.6	i	6	.
CCCCn1c2c(c(=O)n(C)c1=O)C(CC(=O)OCC(=O)Nc1cccc(C(F)(F)F)c1)C(=O)N2 (stereo not given)	-5	-7%	-6%	-1%	-4.3	i	-1	0%
C[C@H](CO)N1C[C@H](C)[C@@H](CN(C)C(=O)Nc2ccccc2)Oc2cc(Br)ccc2S1(=O)=O	-5	-28%	2%	2%	1.3	i	0	.
CC1CCc2ccccc2N1C(N)=Nc1ccccc1 (stereo not given)	-10	-24%	3%	-3%	0.3	i	?	3%
CCN(CC)C(=O)Cn1cnc2sc(C)c(S(=O)(=O)N3CCC(C)CC3)c2c1=O	4	i	7%	-4%	-1.3	i	6	1%
